Peg3 promoter = Peg3 promoter-driven luciferase inhibitors, primary screen, cell-based, HeLa, luciferase luminescence. AID 588405, 2011. inhibition, % at 20 µM. HeLa PEG-Prom luciferase reporter, overnight. 1.7% of 360,000 active;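 active = inhibition of at least 50% at 20 µM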
TROY NFkB inh = inhibitors of TROY-driven NF-kB signaling, primary screen, Q293 LMP1-TROYcd cells, NF-kB luciferase, uHTS | Q293 LMP1-TROYcd NF-kB luciferase reporter, 4 h | inhibition, % at 10 µM | 0.98% of 360,000 active;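 active = compounds whose plate-normalised and pattern-corrected inhibition of the luciferase reporter signal at the single screening dose is 50% or more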
NR2E3 ag-1 = NR2E3 agonists in two-hybrid cells, primary screen, cell-based, luminescence, CHO-S, Gal4-NCOR/VP16-NR2E3. Photoreceptor-specific nuclear receptor (Homo sapiens), Q9Y5X4. luciferase. inhibition of corepressor binding, % at 3.98 µM. 0.35% of 360,000 active. AID 602229, 2012;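 active = inhibition above the mean of all tested compounds plus 3 SD, cut at about 70% in these data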;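 note: 0% = DMSO with NR2E3 transfected cells and 100% = cells lacking NR2E3 construct; higher means lower luciferase signal from less NR2E3 corepressor binding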
Target sequence (Q9Y5X4 whole entry, looked up, the tested form may be a part): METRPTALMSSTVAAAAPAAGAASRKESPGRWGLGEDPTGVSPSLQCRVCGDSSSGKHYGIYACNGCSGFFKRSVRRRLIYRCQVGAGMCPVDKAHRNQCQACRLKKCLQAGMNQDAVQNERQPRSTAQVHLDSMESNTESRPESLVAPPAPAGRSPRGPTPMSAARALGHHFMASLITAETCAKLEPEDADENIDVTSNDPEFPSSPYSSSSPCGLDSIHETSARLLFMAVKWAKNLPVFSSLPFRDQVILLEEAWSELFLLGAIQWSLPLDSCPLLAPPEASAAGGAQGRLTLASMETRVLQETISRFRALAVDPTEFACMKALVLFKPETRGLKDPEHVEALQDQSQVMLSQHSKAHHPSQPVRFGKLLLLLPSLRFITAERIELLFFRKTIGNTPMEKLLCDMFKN
KKLEB tox = cytotoxicity in KKLEB CF airway cells, primary screen, cytotoxicity control for CF NF-kB inhibitor project, cell-based, uHTS, fluorescence assay plates; KKLEB CF airway cells viability, ATPlite luminescence, overnight; active compounds read low; cells stimulated with P. aeruginosa culture filtrate; activity change (cytotoxicity), % at 5 µM; 0.36% of 360,000 active; AID 602141, 2011;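 active = corrected activity change at or below -50% at 5 µM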
Shn3 inh set2 = reduction of Shn3 3'UTR firefly luciferase signal, primary screen, Schnurri-3 inhibitor project, cell-based, Clone20 osteoblasts, set 2 | Clone20 osteoblast Shn3 3'UTR firefly luciferase, 24 h | inhibition, % at 12.5 µM | 0.52% of 360,000 active;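 active = mean inhibition of at least 75% with every replicate also reaching 75%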;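 note: 0% = median of neutral control wells and 100% = pilot-screen positive control compound; some compounds past the cut are filed as inactive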
HIF-2a inh = HIF-2a reporter inhibitors, primary screen, luminescence, 786-0 RCC cells. 786-0 RCC cells HIF-2a reporter, luciferase luminescence, overnight. inhibition, % at 18.8 µM. 0.72% of 360,000 active. AID 624352, 2012;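 active = inhibition of the luminescence signal of 40% or more relative to plate controls, in a single-dose primary screen at 18.75 µM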
NR2E3 ag-2 = inhibitors of NR2E3-RetCOR corepressor binding, primary screen, NR2E3 agonist project, biochemical, TR-FRET, GST-NR2E3, biotin-RetCOR; 1536-well; inhibition of corepressor binding, % at 4.78 µM; 0.12% of 320,000 active; AID 2300, 2010;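 active = percent inhibition above the cutoff of mean plus 3 SD of all tested compounds, set per screening campaign, cut at about 20% in these data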;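 note: 0% = DMSO wells and 100% = biotin wells as full block of FRET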
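Material: NR2E3–RetCOR corepressor complex | Quantity: 1.35 nM GST-tagged NR2E3 final | Schedule: 5 h at 4 °C | Replication: Singlicate compound wells | Reagent: RetCOR corepressor, biotinylated, 7 nM | Controls: Biotin wells as high control, 0.6% DMSO wells as low control | Signal: TR-FRET, Eu(K)-anti-GST donor, streptavidin-D2 acceptor, ex 340, em 617/671 nm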
TWEAK Fn14 block = inhibitors of TWEAK-Fn14 signaling, primary screen, luciferase reporter cells, uHTS; TWEAK-stimulated Fn14 reporter cells, luciferase luminescence, 8 h; inhibition, % at 10 µM; 2% of 360,000 active; AID 1159606, 2016; in the data active = inhibition above about 50%
C8 TRAIL sens = viability loss with TRAIL in NB7+C8 cells, primary screen, TRAIL sensitizer project, cell-based, ATPlite luminescence. 1% of 360,000 active. inhibition (viability loss, TRAIL sensitization), % at 10 µM;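 active = compounds causing at least 50% loss of cell viability in the single-dose screen, relative to plate controls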
CF NFkB inh = inhibitors of PAF-induced NF-kB signaling, primary screen, cell-based, GFP fluorescence, uHTS; KKLEB NF-kB-GFP reporter, GFP fluorescence overnight; inhibition, % at 5 µM; 0.86% of 360,000 active;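 active = at least 50% inhibition at 5 µM, scaled per plate between neutral and stimulator controls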;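 note: PAF is a Pseudomonas aeruginosa culture filtrate used as stimulus; plate controls were PAF-stimulated DMSO wells for no effect and unstimulated DMSO wells for full effect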
TRPM1 prom inh = inhibitors of MITF-dependent TRPM1 promoter reporter, primary screen, cell-based, SK-MEL-5, single point, luciferase | SK-MEL-5 TRPM1 promoter luciferase, 24 h | inhibition, % at 12.5 µM | 0.83% of 330,000 active;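 active = mean inhibition across replicates of 60% or more, whatever share of single replicates reaches that level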; note: values of inactives mirror those of a sister screen read the other way
Active calls of the source: *; nt = not tested or not shown. These rows are one share of the data; rates above refer to the full screens.

Molecule	Peg3 promoter	TROY NFkB inh	NR2E3 ag-1	KKLEB tox	Shn3 inh set2	HIF-2a inh	NR2E3 ag-2	TWEAK Fn14 block	C8 TRAIL sens	CF NFkB inh	TRPM1 prom inh
Cc1nn(CC(=O)OCC(=O)NCCc2ccc(F)cc2)c(C)c1[N+](=O)[O-]	8	8	17	-1	-7	-3	nt	-10	-4	-3	6
OCC1(CCc2ccccc2)CCN(C/C=C/c2ccccc2)CC1	-6	9	3	-8	-16	4	-3	-6	1	-6	0
CCN(CC)CCN(C(=O)CCOc1ccccc1)c1nc2c(F)cc(F)cc2s1	-15	21	-8	0	-7	-7	-1	7	6	-5	-3
Cc1ccc(NC2=NCC(=O)N2Cc2ccc3c(c2)OCO3)c(C)c1	-4	-15	7	5	-2	6	1	-6	-17	1	10
COc1ccc(CCC(=O)Nc2ccc(S(=O)(=O)N3CCOCC3)cc2)cc1	13	1	-20	8	7	3	1	43	-12	-7	-4
O=C(Nc1nnc(C2=COCCO2)o1)c1ccc([N+](=O)[O-])s1	-8	-9	-3	14	-37	-17	3	-12	10	-15	7
Cc1ccc(C(=O)Nc2cc(C(F)(F)F)ccc2N2CCCCC2)cc1[N+](=O)[O-]	-2	5	15	1	22	11	0	-3	-14	3	-1
O=C(NC(N1CCCC1)C(Cl)(Cl)Cl)c1ccccc1 (stereo unspecified)	0	4	-4	-10	9	25	-1	0	2	7	3
COc1cc(CO)c(OC)c([N+](=O)[O-])c1	1	-18	-17	-11	-12	-4	-1	3	-7	-8	-5
CCOC(=O)Cn1c(=O)oc2cc(S(=O)(=O)N3CCC(N4CCCCC4)CC3)ccc21	6	8	4	-7	-7	10	5	-7	-14	-3	nt
Clc1ccc(C2=NCCN2)cc1	2	7	-9	8	-8	-2	-1	-4	4	-12	-1
COC(=O)C1=CN(Cc2ccc(OC)cc2)C=C(C(=O)OC)C1c1cc(OC)c(OC)c(OC)c1	0	-19	-8	-18	18	-1	2	-11	-21	16	-22
CC(=O)NC1=NN(C(C)=O)C(C)(c2cccnc2)S1 (stereo unspecified)	21	8	-22	11	15	20	-2	-24	10	9	12
O=C(NCc1ccco1)C1CCN(C(=O)c2ccc(Cl)cc2)CC1	0	-12	-2	-2	-18	6	2	-3	-18	-5	10
CC(=O)N(C(C)=O)c1cccc2c(N(C(C)=O)C(C)=O)cccc12	-8	-15	-5	-7	-19	18	1	-9	-7	-11	-7
CNc1nn(-c2cccc(Cl)c2)nc1N	-184	-53	-75	-3	-40	-208	-3	-22	3	-1	-56
CCCS(=O)(=O)NC(=O)C1(C)CCN1C(=O)Cc1ccc(-c2ccccc2)cc1 (stereo unspecified)	2	-5	8	-2	6	7	nt	10	-8	6	nt
Clc1cccc(Cl)c1NC1=NCCC1	-1	1	-10	3	-8	10	3	-7	-8	-6	-8
CC(C)Oc1ccc(C(=O)Nc2ccc(Cl)c(S(=O)(=O)Nc3ccc(Cl)cc3)c2)cc1	24	55*	-20	22	8	-51	1	90*	11	-11	8
COc1ccc2c(c1C)CCC(C)(C#N)C2=O (stereo unspecified)	2	0	23	4	0	-2	nt	6	-8	4	7
CC(C)COC(=O)c1nnsc1NC(=O)Nc1ccccc1	10	-11	2	2	57	16	5	0	20	-10	23
COc1ccc2cc(CCN3C(=O)c4ccccc4C3=O)c(=O)[nH]c2c1	-26	-19	-3	-30	-9	-26	2	14	1	-12	-28
CCOC(=O)c1ccc[n+]([O-])c1	3	-10	-9	4	1	7	nt	-8	4	2	-11
COc1cc(NC2c3ncccc3C(=O)N2Cc2ccco2)cc(OC)c1 (stereo unspecified)	1	-11	-6	4	-14	7	0	2	-14	-6	8
COC(=O)c1cccc(Oc2nc3c(c(=O)n(C)c(=O)n3C)n2Cc2ccc(C)cc2)c1	5	4	-25	0	-5	4	5	-20	5	-4	3
O=C(COC(=O)C1CC2CCCC(C1)C2=O)c1cccc(Br)c1 (stereo unspecified)	2	-29	4	4	-8	1	-2	-2	3	-2	14
CC(C)(C)NC(=O)CN1C(=O)NC(c2ccccc2)(c2ccccc2)C1=O	0	-16	2	7	10	5	-1	4	-6	11	-3
COc1cc(S(=O)(=O)N2CCN(C(=O)c3cccs3)CC2)ccc1NC(C)=O	-3	-16	-14	15	5	18	nt	5	3	-10	nt
CCOC(=O)Cc1csc(SCC(=O)NC2CCCC2)n1	-3	3	-11	2	0	14	nt	2	-1	-3	5
O=C(Nc1ccccc1F)NC1CCCc2ccccc21 (stereo unspecified)	-3	7	-20	-7	nt	-11	3	4	3	-10	-7
CCCCCCCN=C(C)c1ccccc1O	1	1	-4	-1	13	16	2	8	14	-2	-4
CCOC(=O)c1c(C)oc2ccc(OC(=O)c3cccs3)cc12	-83	-38	-8	14	8	7	2	-7	-5	2	-10
COc1ccc(OC)c2c(=O)cc(C(=O)O)[nH]c12	-5	4	1	-1	4	10	7	0	2	18	nt
CC(=O)c1ccc2c(c1)Nc1ccccc1S2	-124	-30	-6	-3	0	-127	-7	-25	-2	-3	0
Cc1ccc(S(=O)(=O)N2[C@@H](c3ccc(Cl)cc3)C(C(=O)OC(C)(C)C)=CC[C@H]2c2ccc(Cl)c(Cl)c2)cc1	11	-9	0	-5	1	18	nt	15	-13	5	nt
COc1ccc2c(c1)c(C(=O)N/N=C/c1ccccc1Cl)c(C)n2C	11	5	-12	5	6	-6	0	-11	1	-1	-1
CCn1nc(NC(=O)Cc2ccc(OC)cc2)c2cc3cc(C)ccc3nc21	14	-20	-4	6	-5	21	0	-8	1	0	-7
Cc1cc(/C=C2/NC(=O)NC2=O)c(C)n1-c1ccccn1	-34	-26	5	4	-14	4	-3	3	1	-6	-15
CN1CCN(c2ccc(NC(=O)Cc3ccccc3)cc2)CC1	-178	-51	-35	-1	-50	-158	1	-13	11	9	-63
O=C(NNC(=O)c1cccc(S(=O)(=O)N2CCCCC2)c1)c1ccccc1	10	11	-26	-7	-4	-14	nt	5	-9	9	-10
O=C(C[n+]1cc(-c2ccc(F)cc2)n2c1CCC2)Nc1nc(-c2ccccc2)cs1	-38	3	-17	0	22	-29	1	2	5	-1	6
CC1CCN(C(=O)C2CCC(CNS(=O)(=O)c3ccc4c(c3)C(C)(C)C(=O)N4C)CC2)CC1 (stereo unspecified)	-8	-3	-17	-3	8	1	nt	11	-6	-2	nt
COc1ccc(NC(=O)N(C)[C@H]2C[C@H]3c4[nH]c5ccc(-c6cccc(C)c6)cc5c4CCN3C[C@H]2[C@H](C)O)cc1	92*	-35	-21	-28	-17	-14	nt	10	10	44	nt
Cc1ccc(CN(C(=O)c2cccs2)C2CCS(=O)(=O)C2)cc1 (stereo unspecified)	-12	5	12	3	0	10	2	21	-6	-73	-8
CCC(C)NC(=O)CSc1nnc(-c2cc(OC)c(OC)c(OC)c2)c(-c2cc(OC)c(OC)c(OC)c2)n1 (stereo unspecified)	2	-3	-5	-10	-11	9	2	-25	5	22	-5
Fc1ccc(N2CCN(C(=S)NCc3ccco3)CC2)cc1	-4	14	-5	4	9	-13	2	-15	-2	3	-7
Cc1ccccc1Cn1nc(C)c(NC(=O)c2cc(-c3ccco3)on2)c1C	11	11	17	-10	nt	8	4	-3	9	0	2

High-throughput results as filed in PubChem.
